CHO-K1 Ca antag = M1 antagonist counterscreen hit in parental CHO-K1 cells; ATP-induced calcium, Fluo-8 fluorescence; inhibition, % at 3 µM; 360,000 compounds, 0.6% hits; AID 602250;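 active means inhibition above a per-plate cutoff, the plate's mean sample inhibition plus 3 SD, cut at about 24% in these data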;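 further: 0% = DMSO plus EC80 ATP and 100% = DMSO alone without ATP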
M4 antag = CHRM4 antagonism in calcium assay. P08173. CHO-hM4 cells, ACh EC80, Fluo-8 calcium fluorescence. inhibition, % at 3 µM. 360,000 compounds, 0.73% hits;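 active means inhibition above its plate's cutoff, the mean inhibition of sample wells plus 3 SD, cut at about 27% in these data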;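 further: 0% = acetylcholine EC80 with DMSO and 100% = DMSO without agonist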
Target sequence (P08173 whole entry, looked up): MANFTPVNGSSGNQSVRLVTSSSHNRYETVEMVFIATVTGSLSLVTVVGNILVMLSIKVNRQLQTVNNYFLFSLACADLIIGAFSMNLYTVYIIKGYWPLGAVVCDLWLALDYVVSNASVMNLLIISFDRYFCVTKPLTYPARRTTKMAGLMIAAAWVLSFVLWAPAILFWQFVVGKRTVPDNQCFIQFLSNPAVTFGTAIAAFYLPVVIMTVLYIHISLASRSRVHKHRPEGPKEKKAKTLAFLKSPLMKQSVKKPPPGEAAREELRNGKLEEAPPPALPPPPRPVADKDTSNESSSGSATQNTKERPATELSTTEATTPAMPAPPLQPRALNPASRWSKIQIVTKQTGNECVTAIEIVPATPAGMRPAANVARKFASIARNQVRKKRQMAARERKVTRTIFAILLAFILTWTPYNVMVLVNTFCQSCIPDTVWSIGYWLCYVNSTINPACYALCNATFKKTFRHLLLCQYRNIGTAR
OXTR potentiate = potentiators of human oxytocin receptor | CHO-OTR cells, Fluo-8 calcium fluorescence, potentiator mode; 0% = oxytocin EC15, 100% = EC100 | activation, % at 3 µM | P30559 | 320,000 compounds, 0.061% hits;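 active means activation above that plate's cutoff, the mean activation of tested compounds plus 3 SD, cut at about 6.6% in these data, passing the limit was not always enough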;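 further: 100% uses oxytocin at 75 nM as the full agonist control; some results filed as inactive read as strong as hits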
Target sequence (P30559 whole entry, looked up): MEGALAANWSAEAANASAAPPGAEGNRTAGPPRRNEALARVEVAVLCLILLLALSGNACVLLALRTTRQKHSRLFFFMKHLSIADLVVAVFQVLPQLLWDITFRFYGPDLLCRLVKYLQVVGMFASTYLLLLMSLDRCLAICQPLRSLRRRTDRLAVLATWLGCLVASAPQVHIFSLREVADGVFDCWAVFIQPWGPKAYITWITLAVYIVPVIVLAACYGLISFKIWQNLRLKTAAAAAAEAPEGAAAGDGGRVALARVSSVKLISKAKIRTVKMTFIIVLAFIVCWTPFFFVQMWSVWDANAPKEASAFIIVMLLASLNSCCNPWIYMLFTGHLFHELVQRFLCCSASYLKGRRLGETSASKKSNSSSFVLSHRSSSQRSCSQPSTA
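System: human OTR in CHO cells; Also added: sub-maximal oxytocin, roughly EC15; Timing: compound 6 min at room temperature before oxytocin, 100 s read; Technique: Fluo-8 intracellular calcium fluorescence, ex 470-495, em 515-575 nm; Controls: oxytocin EC15 low and EC100 high; Replication: singlicate.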
CHRM1 PAM = human CHRM1 positive allosteric modulation. AID 588819. activation, % at 3 µM. CHO-K1 hM1, Fluo-8 calcium fluorescence, ACh EC20; 0% = ACh EC20, 100% = maximal ACh. 360,000 compounds, 0.088% hits. P11229; in the data active means activation above about 19%, passing the limit was not always enough
CHO parental Ca = counter-screen for OX1R antagonists: effect in parental CHO cells; inhibition, % at 5.6 µM; 330,000 compounds, 0.63% hits; parental CHO-K1, ATP-induced calcium, Fluo-8 fluorescence;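 active means inhibition above that plate's mean sample inhibition plus 3 SD, cut at about 26% in these data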;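 further: 0% = ATP-challenged DMSO wells and 100% = DMSO wells without ATP; some compounds past the cut are filed as inactive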
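Assay system – parental CHO cells · Reagent – ATP stimulus · Detection – intracellular calcium via Fluo-8 no-wash fluorescent dye · Evaluation – percent inhibition of ATP-evoked calcium rise, normalized to controls · Controls – ATP wells versus no-ATP DMSO wells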
CHRM1 antagonist = antagonists of human M1 muscarinic receptor; inhibition, % at 3 µM; 360,000 compounds, 1.3% hits; CHO-K1 hM1, Fluo-8 calcium fluorescence, ACh EC80 antagonist; P11229; AID 588852;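 active means percent inhibition above its own plate's cutoff, namely the mean of that plate's compound wells plus 3 SD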;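 further: peak over basal fluorescence ratio during 140 s after agonist addition; 0% = ACh EC80 plus DMSO and 100% = DMSO alone without agonist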
M1 ag = human M1 muscarinic receptor agonism. P11229. CHO-K1 hM1, Fluo-8 calcium fluorescence, agonist mode; 0% DMSO, 100% acetylcholine EC100. activation, % at 3 µM. 360,000 compounds, 0.33% hits. AID 588814;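 active means activation above the run's mean compound activation plus 3 SD, cut at about 16% in these data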;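 further: peak over basal fluorescence ratio within a 140 s kinetic read after compound addition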
M1 ag parental = counter-screen for M1 agonists: effect in parental CHO-K1 cells. Fluo-8 calcium fluorescence; scaled to maximal ATP response, vehicle zero. activation, % at 3 µM. 360,000 compounds, 0.48% hits. AID 602248; in the data active means activation above about 15%;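 further: untransfected CHO-K1 host cells lacking M1 receptor as counterscreen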
M4 ag = agonists of human muscarinic M4 receptor (CHRM4) | CHO-K1 hM4/Gqi5, Fluo-8 calcium fluorescence; vehicle 0%, full acetylcholine response 100% | P08173 | activation, % at 3 µM | 360,000 compounds, 0.14% hits | AID 624127;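 active means activation above the run mean over all test wells plus 3 SD, cut at about 32% in these data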;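 further: peak over basal fluorescence ratio per well then scaled between controls; 0% = DMSO wells and 100% = acetylcholine at EC100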
* hit, by the source's call. Rows are unselected; any-hit rate near 2.9%.

For CC(=O)C1=C(O)C(=O)N(c2ccc(Br)cn2)C1c1cccc([N+](=O)[O-])c1 (stereo not given) the results were CHO-K1 Ca antag -9, M4 antag -1, OXTR potentiate 3, CHRM1 PAM 10, CHO parental Ca -2, CHRM1 antagonist -11, M1 ag -2, M1 ag parental -0.4 and M4 ag 0.
CCOC(=O)C(Cc1ccccc1)NC(=O)Cn1nnc(-c2ccc(SC)cc2)n1 (stereo not given) was read as CHO-K1 Ca antag -8, M4 antag 5, OXTR potentiate -21, CHRM1 PAM 8, CHO parental Ca 4, CHRM1 antagonist -11, M1 ag 5, M1 ag parental 1.9 and M4 ag 8.
CC(=O)Nc1ccc(S(=O)(=O)N(C)CC(=O)OCC(=O)N2CCCC2=O)cc1 was read as CHO-K1 Ca antag 1, M4 antag -5, OXTR potentiate -8, CHRM1 PAM 0, CHO parental Ca 15, CHRM1 antagonist 4, M1 ag -3, M1 ag parental 0.6 and M4 ag 2.
For O=C(CC(Nc1ccccc1)C(=O)O)c1ccccc1 (stereo not given) the results were CHO-K1 Ca antag 8, M4 antag -4, OXTR potentiate -2, CHRM1 PAM 4, CHO parental Ca -22, CHRM1 antagonist -15, M1 ag 0, M1 ag parental -0.3 and M4 ag 1.
For COc1ccc(CN(C)C2CCN(C)CC2)cc1OC the results were CHO-K1 Ca antag -13, M4 antag 1, OXTR potentiate -6, CHRM1 PAM 2, CHO parental Ca 6, CHRM1 antagonist 3, M1 ag -1, M1 ag parental 2.3 and M4 ag 1.
`CCCCNC(=O)C(=O)N/N=C/c1cccc(Br)c1` gave CHO-K1 Ca antag -16, M4 antag -6, OXTR potentiate 1, CHRM1 PAM 5, CHO parental Ca -19, CHRM1 antagonist -15, M1 ag -7, M1 ag parental -1.3 and M4 ag -1.
`CCO[C@@H]1OC(C(N)=O)=C[C@H](c2ccc3c(c2)OCO3)[C@H]1CCCO` gave CHO-K1 Ca antag 2, M4 antag 2, OXTR potentiate -13, CHRM1 PAM 9, CHO parental Ca 3, CHRM1 antagonist -8, M1 ag -1, M1 ag parental 0.7 and M4 ag 0.
`NC(=O)C1CCN(C(=O)C2(NC(=O)Nc3cccc(F)c3)CCCCC2)CC1` gave CHO-K1 Ca antag -17, M4 antag 4, OXTR potentiate -1, CHRM1 PAM 3, CHO parental Ca -2, CHRM1 antagonist 0, M1 ag -2, M1 ag parental 0.3 and M4 ag 0.
Cc1ccc(C(=O)NC(=O)CSc2ncccc2C(=O)O)cc1 was read as CHO-K1 Ca antag 1, M4 antag 2, OXTR potentiate -5, CHRM1 PAM 20, CHO parental Ca 22, CHRM1 antagonist -16, M1 ag -4, M1 ag parental 0.1 and M4 ag 4.
O=C(Nc1ccccc1)c1cc(N2CCOCC2)nc2ccccc12 was read as CHO-K1 Ca antag -13, M4 antag -12, OXTR potentiate -7, CHRM1 PAM 3, CHO parental Ca -5, CHRM1 antagonist -2, M1 ag -4, M1 ag parental 2.1 and M4 ag 6.
`O=C(COC(=O)c1nc(Cl)ccc1Cl)Nc1cccc(S(=O)(=O)N2CCOCC2)c1` gave CHO-K1 Ca antag -14, M4 antag -19, CHRM1 PAM 7, CHRM1 antagonist -9, M1 ag -3, M1 ag parental 3.0 and M4 ag 8.
Screening CC(Sc1nnc2n1CCCCC2)C(=O)Nc1cccc(S(=O)(=O)N2CCOCC2)c1 (stereo not given) returned CHO-K1 Ca antag 9, M4 antag -3, CHRM1 PAM 12, CHRM1 antagonist -11, M1 ag -8, M1 ag parental -0.1 and M4 ag 4.
`Nc1cccc(C(=O)Nc2ccccc2Cl)c1` gave CHO-K1 Ca antag 14, M4 antag 3, OXTR potentiate -9, CHRM1 PAM 0, CHO parental Ca -13, CHRM1 antagonist 12, M1 ag -2, M1 ag parental -0.3 and M4 ag 0.
Screening CCOC(=O)c1oc2c(c1C)/C(=N/O)CCC2 returned CHO-K1 Ca antag -4, M4 antag 7, OXTR potentiate -6, CHRM1 PAM -20, CHO parental Ca -8, CHRM1 antagonist 26, M1 ag -6, M1 ag parental 0.9 and M4 ag 0.
For CCOC(=O)C1=C(Cn2ccc(C(F)(F)F)n2)NC(=O)NC1c1ccc2c(c1)OCO2 (stereo not given) the results were CHO-K1 Ca antag -4, M4 antag 9, OXTR potentiate -5, CHRM1 PAM -1, CHO parental Ca -19, CHRM1 antagonist -13, M1 ag -1, M1 ag parental 0.7 and M4 ag 2.
O=C(CSc1nnc(-c2ccc(F)cc2)n1-c1ccccc1)NCCN1C(=O)CSC1=O was read as CHO-K1 Ca antag -3, M4 antag -10, OXTR potentiate -4, CHRM1 PAM 0, CHO parental Ca -26, CHRM1 antagonist 0, M1 ag -7, M1 ag parental 0.0 and M4 ag 0.
`CC(Sc1nnc(-c2ccco2)n1N)C(=O)NC1CCCCC1C` (stereo not given) gave CHO-K1 Ca antag -13, M4 antag -4, OXTR potentiate 0, CHRM1 PAM 23, CHO parental Ca -6, CHRM1 antagonist -9, M1 ag 4, M1 ag parental 0.6 and M4 ag 1.
`CC1C(=O)N(Cc2cn(CCC3OCCO3)nn2)CCS(=O)(=O)N1Cc1ccc(-c2ccc(F)nc2)cc1` (stereo not given) gave CHO-K1 Ca antag -12, M4 antag 8, CHRM1 PAM -4, CHRM1 antagonist 17, M1 ag -7, M1 ag parental 0.3 and M4 ag 1.
`COC(=O)c1cccc(Oc2nc3c(c(=O)n(C)c(=O)n3C)n2Cc2ccc(C)cc2)c1` gave CHO-K1 Ca antag -7, M4 antag -7, OXTR potentiate -1, CHRM1 PAM 3, CHO parental Ca -25, CHRM1 antagonist -6, M1 ag -4, M1 ag parental 0.1 and M4 ag 0.
`Cc1ccc(NC(=O)C2CC(c3ccc(F)cc3)=NO2)cc1` (stereo not given) gave CHO-K1 Ca antag -14, M4 antag -8, OXTR potentiate -5, CHRM1 PAM -4, CHO parental Ca -8, CHRM1 antagonist -2, M1 ag -5, M1 ag parental 0.3 and M4 ag -1.

Structures shown so far with a Cl atom:
`O=C(COC(=O)c1nc(Cl)ccc1Cl)Nc1cccc(S(=O)(=O)N2CCOCC2)c1` gave CHO-K1 Ca antag -14, M4 antag -19, CHRM1 PAM 7, CHRM1 antagonist -9, M1 ag -3, M1 ag parental 3.0 and M4 ag 8.
`Nc1cccc(C(=O)Nc2ccccc2Cl)c1` gave CHO-K1 Ca antag 14, M4 antag 3, OXTR potentiate -9, CHRM1 PAM 0, CHO parental Ca -13, CHRM1 antagonist 12, M1 ag -2, M1 ag parental -0.3 and M4 ag 0.

(next part)
Screening COc1ccccc1/C=C/C(=O)NNC(=O)c1cc(C)oc1C returned CHO-K1 Ca antag 10, M4 antag -10, OXTR potentiate -1, CHRM1 PAM 9, CHO parental Ca 0, CHRM1 antagonist -8, M1 ag 0, M1 ag parental 0.6 and M4 ag -4.
COc1ccc2cc(C(c3nnnn3C3CCCC3)N3CCc4ccccc4C3)c(=O)[nH]c2c1 (stereo not given) was read as CHO-K1 Ca antag -8, M4 antag 6, OXTR potentiate -7, CHRM1 PAM 2, CHO parental Ca -12, CHRM1 antagonist -1, M1 ag -4, M1 ag parental 0.5 and M4 ag 2.
Cc1nc(C)c(-c2csc(Nc3ccc(F)cc3)n2)s1 was read as CHO-K1 Ca antag -1, M4 antag -9, OXTR potentiate -2, CHRM1 PAM 0, CHO parental Ca -16, CHRM1 antagonist 5, M1 ag -4, M1 ag parental 0.9 and M4 ag 3.
Screening Cc1nc(NC(=S)Nc2ccccc2)sc1C returned CHO-K1 Ca antag 4, M4 antag 0, OXTR potentiate -3, CHRM1 PAM 13, CHO parental Ca -6, CHRM1 antagonist -3, M1 ag -7, M1 ag parental 1.8 and M4 ag 1.
`CN1C(=O)CSc2ccc(NC(=O)NCc3ccccc3)cc21` gave CHO-K1 Ca antag 3, M4 antag -1, OXTR potentiate 0, CHRM1 PAM 9, CHO parental Ca -5, CHRM1 antagonist -4, M1 ag -1, M1 ag parental 3.2 and M4 ag 5.
Screening Cn1cnc(S(=O)(=O)N2CCN(c3cccc(Cl)c3)CC2)c1 returned CHO-K1 Ca antag -4, M4 antag -42, OXTR potentiate -6, CHRM1 PAM 3, CHO parental Ca -2, CHRM1 antagonist 5, M1 ag 4, M1 ag parental 0.7 and M4 ag 5.
NC(=O)C1(N2CCCCC2)CCN(c2ccc3nnc(-c4ccccc4)n3n2)CC1 was read as CHO-K1 Ca antag -2, M4 antag -18, OXTR potentiate -2, CHRM1 PAM 13, CHO parental Ca -9, CHRM1 antagonist -7, M1 ag -1, M1 ag parental 1.7 and M4 ag 2.
Screening CCC(=O)NC(NC(=S)Nc1ccccc1Br)C(Cl)(Cl)Cl (stereo not given) returned CHO-K1 Ca antag 1, M4 antag -12, OXTR potentiate -5, CHRM1 PAM -2, CHO parental Ca -2, CHRM1 antagonist 2, M1 ag -4, M1 ag parental 1.1 and M4 ag 5.
For CCOc1ccc(NC(=O)COC(=O)CCCc2c[nH]c3ccccc23)cc1 the results were CHO-K1 Ca antag -14, M4 antag -1, OXTR potentiate -7, CHRM1 PAM 2, CHO parental Ca -2, CHRM1 antagonist 0, M1 ag -4, M1 ag parental 3.7 and M4 ag 6.
For CCOc1ccccc1C(=O)Nc1ccc(S(=O)(=O)Nc2cc(OC)nc(OC)n2)cc1 the results were CHO-K1 Ca antag 9, M4 antag -1, OXTR potentiate -11, CHRM1 PAM 16, CHO parental Ca -21, CHRM1 antagonist -17, M1 ag 0, M1 ag parental 0.0 and M4 ag 0.
For COc1ccc2oc(C(=O)Nc3nc4ccccc4[nH]3)c(C)c2c1 the results were CHO-K1 Ca antag -6, M4 antag 0, OXTR potentiate -15, CHRM1 PAM -1, CHO parental Ca -6, CHRM1 antagonist -1, M1 ag 3, M1 ag parental 4.7 and M4 ag 12.
`COc1ccc(OCC(=O)Nc2ccccc2OC(F)F)cc1` gave CHO-K1 Ca antag -2, M4 antag 3, OXTR potentiate -3, CHRM1 PAM -7, CHO parental Ca -12, CHRM1 antagonist 16, M1 ag -3, M1 ag parental -0.2 and M4 ag 1.
`Clc1cc2c(c(CSc3nc4ccccc4n4cccc34)c1)OCOC2` gave CHO-K1 Ca antag -7, M4 antag 7, OXTR potentiate -14, CHRM1 PAM -1, CHO parental Ca -10, CHRM1 antagonist 3, M1 ag -4, M1 ag parental 0.3 and M4 ag -1.
`CC(=O)c1cccc(NC(=O)C(C)OC(=O)c2ccc(Br)o2)c1` (stereo not given) gave CHO-K1 Ca antag -16, M4 antag -7, OXTR potentiate -3, CHRM1 PAM 6, CHO parental Ca -14, CHRM1 antagonist -10, M1 ag -9, M1 ag parental 0.3 and M4 ag 1.

2 entries picked at random from those above:
Cc1ccc(C(=O)NC(=O)CSc2ncccc2C(=O)O)cc1 was read as CHO-K1 Ca antag 1, M4 antag 2, OXTR potentiate -5, CHRM1 PAM 20, CHO parental Ca 22, CHRM1 antagonist -16, M1 ag -4, M1 ag parental 0.1 and M4 ag 4.
`CCCCNC(=O)C(=O)N/N=C/c1cccc(Br)c1` gave CHO-K1 Ca antag -16, M4 antag -6, OXTR potentiate 1, CHRM1 PAM 5, CHO parental Ca -19, CHRM1 antagonist -15, M1 ag -7, M1 ag parental -1.3 and M4 ag -1.
